Screens: PubChem BioAssay, Broad Institute
S100A4 inh HTS: S100A4-myosin IIA interaction inhibition | inhibition, % at 10.7 µM | hit rate 0.14% among 360,000 | AID 652163 | S100A4/TAMRA-MyoIIA peptide fluorescence polarization;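 active = mean inhibition of at least 70% across replicates, with every replicate also reaching that level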
Target sequence (P26447 whole entry, looked up): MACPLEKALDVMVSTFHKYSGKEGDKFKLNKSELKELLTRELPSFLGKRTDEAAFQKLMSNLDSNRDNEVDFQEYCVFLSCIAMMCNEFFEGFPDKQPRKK
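Material: S100A4 monomer (human). Medium: Calcium-containing HEPES buffer, pH 7.2. Probe or stimulus: labelled myosin peptide probe, 5 nM. Compound dosing: one concentration per compound. Timing: polarization read 5 min after assay mix addition, stable 5–60 min. Benchmarks: DMSO as neutral control, TFP as positive control.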
E-selectin induc: induces E-selectin expression in human endothelial cells; HUVEC E-selectin immunofluorescence imaging; normalized: neutral wells 0, TNF-alpha wells 100; activation, % at 7.58 µM; hit rate 0.37% among 260,000; AID 686992;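 active = mean E-selectin-positive cell signal at least 10% of the positive control, reached in at least 60% of replicates, without over 20% cell loss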;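 note: in these data hits start at about 27%; measured in HUVEC primary endothelial cells; signal is the percent of cells scored E-selectin positive by PE staining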
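Test system: HUVEC | Signal: Immunofluorescence imaging | Read-out: Percent E-selectin-positive cells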
RAD52 inh: blocks human RAD52 DNA annealing | hit rate 0.46% among 360,000 | inhibition, % at 18.7 µM | recombinant RAD52 DNA annealing, FRET fluorescence | P43351;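 active = every replicate showing at least 50% inhibition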
RAD54 branch: blocks human RAD54 Holliday junction branch migration. Q92698. FAM/BHQ fluorescence. inhibition, % at 10.4 µM. hit rate 0.14% among 360,000. AID 602329;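 active = mean normalized replicate activity at least 40 and at least half of replicates scoring 40 or more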;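 note: 0% = median of neutral control wells and 100% = median of positive control wells; inhibitors cause a drop in the FAM fluorescence signal; in these data hits start at about 50%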
ERp5 inh: ERp5 (human) disulfide isomerase inhibition; ERp5 insulin aggregation, absorbance 650 nm, 90 min; inhibition, % at 9.99 µM; hit rate 0.05% among 350,000; AID 651711;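 active = mean replicate inhibition above about 25%, with every replicate also reaching it, limit read from the data, passing the limit was not always enough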
esBAF inh: SWI/SNF esBAF complex inhibition; mouse ES cells, Bmi1-luciferase knock-in reporter, 24 h; 100% = twice the neutral-well signal; reporter increase, % at 12.5 µM; hit rate 2% among 350,000; AID 602393; in the data active = activation above about 40%;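 note: 0% = median of the plate's neutral control wells and 100% = double that signal; a rise in the Bmi1 reporter signal indicates esBAF inhibition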
ERAP1 HTS inh: blocks human ERAP1 aminopeptidase activity; Q9NZ08; recombinant ERAP1, Leu-AMC fluorescence, 60 min; inhibition, % at 10.7 µM; hit rate 0.15% among 340,000;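 active = mean replicate inhibition of at least 30%, or all replicates individually reaching that 30% level; inactive = mean below 30% and not every replicate reaching it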;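 note: 0% = neutral control wells and 100% = L-leucinethiol positive control wells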
Target sequence (Q9NZ08 whole entry, looked up): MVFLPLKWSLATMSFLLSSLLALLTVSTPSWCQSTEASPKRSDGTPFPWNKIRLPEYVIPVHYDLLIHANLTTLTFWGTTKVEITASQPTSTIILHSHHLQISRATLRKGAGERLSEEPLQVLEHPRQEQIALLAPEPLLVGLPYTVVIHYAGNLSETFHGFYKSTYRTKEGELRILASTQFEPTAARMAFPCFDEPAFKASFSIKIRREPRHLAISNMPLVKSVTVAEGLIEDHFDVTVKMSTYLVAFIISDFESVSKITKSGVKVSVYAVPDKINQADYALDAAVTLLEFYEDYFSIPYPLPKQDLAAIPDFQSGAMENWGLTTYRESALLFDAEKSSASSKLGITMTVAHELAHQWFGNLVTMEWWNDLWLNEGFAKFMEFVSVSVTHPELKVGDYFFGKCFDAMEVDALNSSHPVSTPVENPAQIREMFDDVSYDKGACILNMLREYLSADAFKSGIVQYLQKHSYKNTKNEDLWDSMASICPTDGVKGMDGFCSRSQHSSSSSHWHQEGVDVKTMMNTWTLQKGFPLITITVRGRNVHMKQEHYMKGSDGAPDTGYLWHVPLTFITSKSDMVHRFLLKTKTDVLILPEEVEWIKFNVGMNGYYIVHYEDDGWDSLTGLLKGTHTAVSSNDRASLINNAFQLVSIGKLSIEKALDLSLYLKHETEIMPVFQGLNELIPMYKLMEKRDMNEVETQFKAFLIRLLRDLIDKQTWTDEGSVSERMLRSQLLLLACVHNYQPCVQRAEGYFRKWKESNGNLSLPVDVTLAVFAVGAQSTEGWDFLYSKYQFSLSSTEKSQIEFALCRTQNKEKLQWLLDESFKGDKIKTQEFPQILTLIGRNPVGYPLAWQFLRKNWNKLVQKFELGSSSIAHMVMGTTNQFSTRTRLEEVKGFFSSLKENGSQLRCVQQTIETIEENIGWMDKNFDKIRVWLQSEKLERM
XiGFP reactiv: activators of X-chromosome reactivation in mouse fibroblasts; hit rate 0.055% among 360,000; AID 743238; XiGFP mouse fibroblasts, % GFP-positive cells imaging, 3 d; cells co-treated with 5-aza-dC sensitizer; scaled so ellipticine positive control = 100%; activation, % at 7.58 µM;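 active = mean normalized replicate activation at least 10% and every replicate at or above 10%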;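 note: 0% = median of on-plate neutral control wells and 100% = ellipticine 6 µM median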
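Material: XiGFP fibroblasts, SV40-immortalized; Buffer or medium: DMEM containing 5-aza-dC; Compound dosing: single point; Times: 3 days compound exposure.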
The depositor's hits bear a star; . = no result given; & = joins results of further samples. This is a random part of the collection. Share with any hit: about 2.5%.

Preview:
Molecule,esBAF inh,S100A4 inh HTS,E-selectin induc,ERAP1 HTS inh,RAD52 inh,RAD54 branch,ERp5 inh,XiGFP reactiv
O=Cc1ccc(C(=O)OCC(=O)NCc2ccco2)cc1,-0.8,2.4,-0.2,5.1,-5.8,-5.5,-0.9,0.2
COc1ccc(S(=O)(=O)Nc2ccc3c(c2)CC(=O)N([C@@H](C)CO)C[C@H](C)[C@@H](CN(C)Cc2ccc(C(=O)O)cc2)O3)cc1,-1.9,-45.1,-0.1,-0.6,-10.7,-4.4,5.7,0.0

Main list, previewed entries included:
Molecule,esBAF inh,S100A4 inh HTS,E-selectin induc,ERAP1 HTS inh,RAD52 inh,RAD54 branch,ERp5 inh,XiGFP reactiv
O=Cc1ccc(C(=O)OCC(=O)NCc2ccco2)cc1,-0.8,2.4,-0.2,5.1,-5.8,-5.5,-0.9,0.2
COc1ccc(S(=O)(=O)Nc2ccc3c(c2)CC(=O)N([C@@H](C)CO)C[C@H](C)[C@@H](CN(C)Cc2ccc(C(=O)O)cc2)O3)cc1,-1.9,-45.1,-0.1,-0.6,-10.7,-4.4,5.7,0.0
C=CCOc1ccc(CNc2ccc3[nH]c(=O)[nH]c3c2)cc1OCC,.,1.5,1.7,-0.5,4.7,.,5.6,0.0
O=C(COC(=O)c1cc([N+](=O)[O-])ccc1N1CCOCC1)Nc1ccc(Cl)cn1,20.9,-7.1,-0.5,5.6,-16.7,-6.0,-1.0,0.0
O=C(C[C@@H]1CC[C@@H](NC(=O)c2ccccc2)[C@H](CO)O1)NCc1ccncn1,-0.6,-3.3,0.5,3.5,-0.9,-2.1,-2.7,0.0
CO[C@@H]1CN(C)C(=O)c2ccc(NS(=O)(=O)c3cccc(Cl)c3)cc2OC[C@H](C)NC[C@@H]1C,-0.2,2.0,0.0,-0.1,-12.4,-1.6,1.9,0.5
NC(=O)c1ccc(NC(=O)COC(=O)c2ccc3c(c2)OCO3)cc1,0.3,-2.2,.,1.6,-14.8,0.3,-4.0,0.1
CCc1ccc(NC(=O)c2ccc(S(=O)(=O)NCc3cccnc3)cc2)cc1,23.5,-1.8,0.5,1.4,-14.2,-10.1,1.0,0.4
Cc1cccc2sc(N(CCCN(C)C)C(=O)c3ccco3)nc12,11.8,20.4,0.0,.,19.6,20.2,-0.3,-0.2
CC(=O)c1ccc(NC(=S)NCCc2ccccn2)cc1,35.0,0.3,1.5,-1.4,3.3,.,-3.6,-0.1
CCOc1ccccc1CNC(=O)C1CCN(c2nn3c(=O)cc(C)nc3s2)CC1,6.8,13.6,.,0.2,-13.2,4.9,-0.2,0.1
CC(C)CC(NC(=O)c1cccc(Cl)c1)C(=O)O (stereo unspecified),-0.2,2.4,.,-1.5,-6.6,3.1,-1.7,0.1
COc1ccc(CC(N)c2csc(NC(=O)Nc3ccc(F)cc3)n2)cc1 (stereo unspecified),-6.2,-6.6,0.0,-0.4,-43.1,-9.6,5.9,0.0
Cc1ccc([C@H]2C[C@H](O)[C@@H](n3cc(-c4ccc(F)cc4)nn3)CN2C(=O)c2cccs2)cc1,-12.9,-0.4,.,1.6,0.9,4.8,4.1,0.2
CCn1c(=N)n(CC(O)c2cccs2)c2ccccc21 (stereo unspecified),.,-5.9,-0.2,-6.3,-4.7,.,2.4,-0.1

Additional compounds:
Molecule,esBAF inh,S100A4 inh HTS,E-selectin induc,ERAP1 HTS inh,RAD52 inh,RAD54 branch,ERp5 inh,XiGFP reactiv
C[C@@H]1CN([C@@H](C)CO)C(=O)Cc2cc(NC(=O)CCCCCC(=O)Nc3ccccc3N)ccc2O[C@@H]1CN(C)C(=O)Nc1ccccc1,-0.4,4.3,-0.1,-3.1,-12.4,-0.5,-2.3,-0.2
COC(=O)c1c2oc(c1C(=O)OC)C(=O)N[C@@H](Cc1ccccc1)Cn1cc(nn1)[C@@H](Cc1ccccc1)NC(=O)N[C@@H](CO)CC2,.,-8.0,.,1.1,23.3,.,1.1,.
CC(C)=CCC/C(C)=C/CNC(=O)C[C@H]1C[C@H](C(=O)N2CCOCC2)[C@@]2(C)c3[nH]c4ccc(Cl)cc4c3CCN2C1=O,3.5,-2.7,0.4,0.7,-11.0,16.1,2.0,-0.2
C[C@@H]1CN([C@H](C)CO)C(=O)c2cc(Br)cnc2O[C@@H]1CN(C)C(=O)NC1CCCC1,-6.5&-3.6,3.1&-1.9,0.3,-1.9&-0.2,5.1&1.5,-8.7&-2.7,-5.3&0.3,-0.1
COc1ccc(N2CCN(c3cc(C)c4ccc(C)cc4n3)CC2)cc1,8.5,0.6,0.2,1.0,-3.4,2.5,-5.5,0.1
COc1ccc(CCN2C(=O)CN=C2Nc2ccc(F)cc2)cc1OC,.,-6.9,.,-3.0,-9.9,.,1.9,0.0
CC(OC(=O)c1ccc2c(=O)n3c(nc2c1)CCCCC3)C(N)=O (stereo unspecified),.,0.8,.,-2.3,-13.2,.,2.5,0.4
CC(=O)NCCNc1nc(NCc2ccccc2)nc2ccsc12,-6.9,0.0,-0.2,-1.6,-11.9,-8.0,-0.1,0.1
Cc1noc(C)c1S(=O)(=O)N(C)C[C@H]1OCCCC[C@H](C)Oc2ccc(N(C)C)cc2C(=O)N([C@@H](C)CO)C[C@@H]1C,0.4,4.0,.,1.6,-1.2,-9.6,-4.0,.
Cc1cc(C)nc(-n2ncc3c2CC(c2cccc(Cl)c2)CC3=O)n1 (stereo unspecified),5.7,0.8,-1.0,-1.4,0.4,8.6,2.9,0.1
C[C@H](CO)N1C[C@H](C)[C@H](CN(C)Cc2ccncc2)OCCCC[C@H](C)Oc2ccc(NS(=O)(=O)c3ccccc3)cc2C1=O,-7.5,5.6,.,-4.4,25.6,-5.1,-2.2,0.3
C[C@H](NC(=O)C[C@@H]1C[C@H]2c3cc(NC(=O)NC4CCCCC4)ccc3O[C@H]2[C@H](CO)O1)c1ccccc1,0.6,3.5,-0.1,-1.5,-7.8,-8.4,-9.7,0.1
CC1CCN(S(=O)(=O)N2CCC(C(=O)NCc3ccc(F)cc3Cl)CC2)CC1,-0.8,1.4,-0.2,-1.3,-9.2,5.1,-1.3,-0.1
CCCCN1C[C@H](Cc2ccccc2)[C@@H](CC(=O)NC)C1=O,1.1,-6.6,0.0,8.3,-17.9,-3.0,0.4,0.2
O=C(NC1CCCc2ccccc21)c1ccccc1OC(F)F (stereo unspecified),-4.5,-1.8,.,0.3,-9.7,3.3,0.7,0.0

Later entries
Molecule,esBAF inh,S100A4 inh HTS,E-selectin induc,ERAP1 HTS inh,RAD52 inh,RAD54 branch,ERp5 inh,XiGFP reactiv
NC(=O)c1ccc(NC(=O)CCCc2nc(-c3ccccc3Cl)no2)cc1,-7.5,6.4,.,0.4,-10.1,3.3,5.5,.
O=C(NC1CC1)C1=C[C@H](c2ccc(C(F)(F)F)cc2)C[C@H](OCCCCO)O1,-0.3,-3.5,0.1,-2.2,-10.2,-0.6,0.0,0.0
Cc1ccc(-c2nc(CC(=O)Nc3cccc(S(=O)(=O)NC4=NCCC4)c3)cs2)cc1,29.9,-3.1,-2.2,1.0,-55.8,-0.3,.,0.1
O=C(CSc1ccc(Cl)cc1)N1CCCC1,.,-1.2,.,-1.1,-18.9,.,1.1,0.2
CC(=O)Nc1cccc(C(=O)N2CCN(S(=O)(=O)c3ccc4ccccc4c3)CC2)c1,-0.6,-2.5,.,1.8,-12.3,-1.4,2.9,0.0
COc1ccc(CN(C)C[C@@H]2Oc3ccc(NC(=O)c4ccncc4)cc3C(=O)N([C@@H](C)CO)C[C@@H]2C)cc1,-6.7,-2.0,6.5,-2.0,-7.8,10.9,-1.3,0.5
CCN(C[C@H]1N[C@@](CC)(C(=O)OC)[C@H]2C(=O)N(C)C(=O)[C@@H]12)S(=O)(=O)c1ccccc1,-4.1,0.5,.,-2.9,-3.2,-0.7,-0.4,0.0
Cc1c(NC(=O)c2cccc(NC(=O)Cc3ccc(F)cc3)c2)c(=O)n(-c2ccccc2)n1C,5.4,5.0,.,7.3,-8.0,6.0,-16.3,0.1
C[C@H](CO)N1C[C@H](C)[C@H](CN(C)C(=O)Cc2ccccc2)Oc2cc(C#CC3CCCC3)ccc2S1(=O)=O,7.6,2.1,-0.2,0.1,8.6,-13.5,-2.0,-0.5
COc1cc2sc(-c3ccc(S(C)(=O)=O)cc3)c(C#CCO)c2cc1OC,-2.8,-1.8,-0.1,-0.6,-20.3,0.5,3.7,0.0
C[C@@H]1CN([C@H](C)CO)C(=O)c2cc(NS(=O)(=O)c3ccc(F)cc3)ccc2O[C@@H]1CN(C)Cc1ccc(C(=O)O)cc1,-5.6,7.6,10.6,3.5,-7.6,-8.2,3.3,0.2
Cc1ccc(C(C[N+](=O)[O-])Sc2ccc(N)cc2)cc1 (stereo unspecified),.,0.4,.,-2.9,-19.7,13.0,.,0.1
COc1ccc(CNC(=O)C(OC(=O)c2cccs2)C(C)C)cc1 (stereo unspecified),-1.6,-3.2,.,0.2,-1.9,2.4,2.2,0.4
O=C(C[C@H]1CC[C@H]2[C@@H](COC[C@@H](O)CN2CCc2ccccc2)O1)NCCCN1CCOCC1,11.2,0.3,0.2,0.9,12.7,-2.6,-0.3,0.3
O=C(NNC(=O)C1CCN(c2ncccn2)CC1)c1ccc(F)cc1,3.3,-3.5,-0.1,-1.6,-11.5,-7.3,1.2,0.1

The list continues:
Molecule,esBAF inh,S100A4 inh HTS,E-selectin induc,ERAP1 HTS inh,RAD52 inh,RAD54 branch,ERp5 inh,XiGFP reactiv
O=C(O)COc1ccc(/C=N/NC(=O)c2ccc(-c3csc(Nc4ccc(Cl)cc4)n3)cc2)cc1,11.5,0.8,15.3,-6.0,-4.1,2.6,-5.1,0.0
Cc1ccccc1C(=O)NCC(=O)NNC(=O)c1cccc(Cl)c1,14.3,-0.8,9.7,-2.0,-7.3,8.3,4.7,0.2
CCc1noc(C)c1C(=O)OC(C)C(=O)Nc1cc([N+](=O)[O-])ccc1OC (stereo unspecified),.,-1.3,.,1.1,-1.9,.,-0.8,0.0
CC(C)=NNc1nc2c(c(=O)n(C)c(=O)n2C)n1C,.,-16.3,4.3,2.4,-0.4,-0.3,-0.9,0.3
COC(=O)c1cc(OC)c(OC)c(OC)c1[N+](=O)[O-],-1.1,-10.3,-0.2,4.8,-7.0,0.7,-3.9,0.1
CC(C)C#Cc1cnc2c(c1)C(=O)N([C@@H](C)CO)C[C@H](C)[C@@H](CN(C)C(=O)Nc1cccc(F)c1)O2,.,-0.8,-0.2,1.9,7.4,.,4.7,0.0
O=C(C[C@H]1C=C[C@@H](NS(=O)(=O)c2ccc(F)cc2)[C@H](CO)O1)NC1CCCCC1,3.0,1.6,0.9,4.1,-7.8,0.1,3.6,-0.6
